A3G deaminase: APOBEC3G DNA deaminase inhibitors, primary screen, biochemical, fluorescence, single-stranded DNA substrate, uHTS; actives 0.28% (n = 330,000); AID 493012, 2011; inhibition, % at 20 µM; recombinant A3G, ssDNA deamination FAM/TAMRA fluorescence;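 active = inhibition of at least 40% at 20 µM, with no more than 30% in the related APOBEC3A deaminase screen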;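 also: plate controls were DMSO wells with A3G for no effect and wells lacking A3G enzyme for full effect; some compounds called inactive have numbers as strong as hits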
SENP1 FRET inh: human SENP1 catalytic domain inhibitors, primary screen, biochemical, FRET, uHTS; Sentrin-specific protease 1 (Homo sapiens), Q9P0U3; recombinant SENP1 catalytic domain, CyPet-SUMO1-YPet FRET cleavage; inhibition, % at 10 µM; actives 0.21% (n = 360,000); AID 624204, 2012;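 active = inhibition at least 30% at 10 µM, raw YFP signal under a set limit, fluorescence ratio 0.5 to 1.5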;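 also: 0% = enzyme with DMSO and 100% = no enzyme wells; some results filed as inactive read as strong as hits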
Target sequence (Q9P0U3 419-644 limits assumed): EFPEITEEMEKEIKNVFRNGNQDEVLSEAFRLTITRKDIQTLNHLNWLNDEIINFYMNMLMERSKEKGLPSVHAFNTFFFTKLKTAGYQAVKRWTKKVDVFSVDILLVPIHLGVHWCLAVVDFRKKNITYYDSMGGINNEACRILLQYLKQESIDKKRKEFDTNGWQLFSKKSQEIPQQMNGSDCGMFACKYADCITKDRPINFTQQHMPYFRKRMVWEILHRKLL
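system = hSENP1 catalytic domain, recombinant | reagent = SFCypet-SUMO1-SFYpet substrate at 25 nM | doses = one dose per compound, 10 µM, 0.5% DMSO | incubation = enzyme reaction for 50 min at room temperature, dark | measured by = FRET, CFP and YFP emission | controls = no-enzyme low, enzyme-DMSO high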
UBC13 inh: UBC13 polyubiquitin chain formation inhibitors, primary screen, biochemical, TR-FRET, uHTS; Ubiquitin-conjugating enzyme E2 N (Homo sapiens), P61088; inhibition, % at 20 µM; AID 485273, 2010; actives 0.47% (n = 330,000); in the data active = inhibition above about 45%, passing the limit was not always enough
Target sequence (P61088 whole entry, looked up): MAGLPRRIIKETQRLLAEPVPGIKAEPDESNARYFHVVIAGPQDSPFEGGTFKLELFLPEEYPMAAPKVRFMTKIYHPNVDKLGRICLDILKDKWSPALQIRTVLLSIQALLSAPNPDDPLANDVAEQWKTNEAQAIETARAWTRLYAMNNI
Apaf-1 inh: inhibitors of human Apaf-1 apoptosome, primary screen, biochemical, DEVD-Rh110 fluorescence, uHTS; Apoptotic protease-activating factor 1 (Homo sapiens), O14727; reconstituted apoptosome caspase-3 activity; inhibition, % at 20 µM; actives 0.71% (n = 330,000); active = inhibition of at least 40% at 20 µM;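 also: plate controls were DMSO wells for no effect and DEVD-CHO caspase inhibitor wells for full effect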
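Material: cell-free apoptosome with Apaf-1, procaspase-3 and caspase-9; Buffer or medium: Hepes pH 7.5 with detergent and BSA; Reagent: cytochrome c trigger plus (Z-DEVD)2-Rh110 caspase-3 substrate; Times: compound with Apaf-1, dATP, procaspase-3 30 min, then 50 min reaction, room temperature; Technique: Rh110 fluorescence intensity.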
SENP7 inh: SENP7 protease inhibitors, primary screen, biochemical, luminescence, uHTS | recombinant SENP7, Z-RLRGG-aminoluciferin luminescence, 40 min | inhibition, % at 5 µM | actives 1.5% (n = 330,000) | AID 434973, 2010;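 active = inhibition above about 50% at the single test dose, limit read from the data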;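 also: plate controls were DMSO with enzyme for no effect and no enzyme buffer wells for full effect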
SENP8 block-1: human SENP8 protease inhibitors, primary screen, biochemical, fluorescence, Nedd8 protein substrate, uHTS; Sentrin-specific protease 8 (Homo sapiens), Q96LD8; recombinant SENP8; inhibition, % at 20 µM; actives 0.64% (n = 360,000); AID 602440, 2012; in the data active = inhibition mostly above about 40%, no sharp cut-off; inactive = mostly below about 27%
Target sequence (Q96LD8 whole entry, looked up): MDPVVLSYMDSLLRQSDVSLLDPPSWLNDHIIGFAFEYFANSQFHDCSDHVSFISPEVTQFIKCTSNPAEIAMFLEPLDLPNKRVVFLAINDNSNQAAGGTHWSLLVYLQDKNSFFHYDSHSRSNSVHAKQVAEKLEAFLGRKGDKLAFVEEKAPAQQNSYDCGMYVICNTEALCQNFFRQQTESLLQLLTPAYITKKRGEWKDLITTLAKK
SENP8 block-2: SENP8 protease inhibitors, primary screen, biochemical, luminescence; AID 2540, 2010; inhibition, % at 10 µM; actives 1.2% (n = 330,000); Sentrin-specific protease 8 (Homo sapiens), Q96LD8; purified SENP8, Z-RLRGG-aminoluciferin cleavage; in the data active = inhibition above about 50%
SENP6 block: SENP6 protease inhibitors, primary screen, biochemical, luminescence, uHTS; AID 2599, 2010; actives 1.8% (n = 330,000); Recombinant SENP6 catalytic domain, aminoluciferin luminescence; inhibition, % at 10 µM; Sentrin-specific protease 6 (Homo sapiens), Q9GZR1;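 active = inhibition above about 50% at the single tested dose, limit read from the data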;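 also: plate controls were DMSO wells with enzyme for no effect and DMSO wells lacking enzyme for full effect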
Target sequence (Q9GZR1 628-1112 limits assumed): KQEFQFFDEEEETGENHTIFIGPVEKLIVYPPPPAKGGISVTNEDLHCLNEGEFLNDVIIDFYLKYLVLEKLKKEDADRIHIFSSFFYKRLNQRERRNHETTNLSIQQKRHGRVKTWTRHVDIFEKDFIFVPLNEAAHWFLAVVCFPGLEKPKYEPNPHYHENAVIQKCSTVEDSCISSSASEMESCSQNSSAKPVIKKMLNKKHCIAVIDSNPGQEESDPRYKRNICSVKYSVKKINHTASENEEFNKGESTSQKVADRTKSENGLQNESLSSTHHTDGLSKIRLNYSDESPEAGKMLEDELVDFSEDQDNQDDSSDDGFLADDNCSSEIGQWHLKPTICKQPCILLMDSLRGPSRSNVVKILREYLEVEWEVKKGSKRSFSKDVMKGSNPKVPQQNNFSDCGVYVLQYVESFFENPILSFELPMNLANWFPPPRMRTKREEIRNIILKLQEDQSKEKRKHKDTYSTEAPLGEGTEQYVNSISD
Numbers without * were called inactive; / = not tested or not shown.

Screens in order: SENP1 FRET inh, SENP8 block-2, SENP8 block-1, A3G deaminase, SENP6 block, SENP7 inh, Apaf-1 inh, UBC13 inh
CN(C[C@H](Cc1ccccc1)N(C[C@H](c1ccccc1)N(CCc1ccccc1)N=O)N=O)N=O
 : 0.5, 4.9, 8.5, -5.6, -3.7, -0.1, 5.3, -4.9
Cc1nn(CC(=O)NNC(=O)c2ccc(Br)cc2)c(C)c1[N+](=O)[O-]
 : 0.9, 0.8, 7.4, -9.4, 6.5, 3.3, -8.3, 3.9
C(=N\Nc1nc(N2CCOCC2)nc(N2CCOCC2)n1)/c1ccncc1
 : 1.9, 10.6, 15.5, -1.2, 7.8, 2.1, 1.0, 2.0
COC(=O)CCC(=O)c1oc2ccc(Cl)cc2c1NC(=O)CCCN1C(=O)c2ccccc2C1=O
 : 1.9, -9.1, 12.0, -6.0, -13.6, -7.6, 15.3, -2.4
Cc1ccc(C2(C)NC(=O)N(CC(=O)Nc3cc(S(=O)(=O)N4CCCCC4)ccc3OC(C)C)C2=O)cc1 (stereo not drawn)
 : -23.5, 2.6, -10.3, 1.8, -8.0, 0.4, 21.3, -5.2
COc1ccc(CCNC(=O)CN(c2ccc(C)cc2)S(=O)(=O)c2c(C)noc2C)cc1OC
 : -1.1, -5.5, 19.1, -2.3, -10.2, -1.2, 19.7, 3.2
CSCCC(NC(=O)CCNC(=O)c1ccccc1Cl)c1nc2ccccc2[nH]1 (stereo not drawn)
 : 1.8, 3.7, 4.0, 0.0, -4.9, 9.8, -3.3, -1.0
COc1cc(SC)ccc1C(=O)Nc1ccccn1
 : -0.1, 17.7, 14.5, 1.1, 47.2, 44.2, 1.8, 7.8
COc1ccc(N(C(=O)COc2ccccc2)C2C=CS(=O)(=O)C2)cc1 (stereo not drawn)
 : 1.2, -1.2, 21.5, -3.8, -27.1, -4.5, -14.6, 5.9
Cc1ccc(N(CC(=O)NCC2CCCO2)C(=O)CCC(=O)Nc2ccccn2)cc1C (stereo not drawn)
 : -1.6, -11.9, 8.6, -4.1, -21.0, -2.3, 16.5, -5.0
O=[N+]([O-])c1cccnc1NCCNc1ncc(C(F)(F)F)cc1Cl
 : -14.1, 35.8, 26.3, 1.5, 66.9*, 57.9*, 15.4, -2.3
CC(=O)N(CCCNC(=O)c1ccccc1)C(=O)c1ccccc1
 : -2.4, -7.2, 11.5, 10.7, -12.5, 3.6, 2.0, 12.5
CCOc1ccc(NC(=O)CSc2nnnn2-c2ccc(C(N)=O)cc2)cc1
 : 3.6, 1.3, 13.8, -6.1, -6.6, 4.0, -2.7, 5.4
Cc1onc(-c2c(F)cccc2Cl)c1C(O)c1ccc(F)cc1 (stereo not drawn)
 : -1.0, -4.0, 23.8, -6.1, -6.4, -8.7, 0.7, -5.4
Nc1nc(Br)c2c(F)cccc2c1-c1ccccc1
 : -111.3, -13.7, -81.3, -4.0, 11.5, -5.4, -1.0, 11.9
c1ccc(N(c2ccccc2)c2nc(N3CCCC3)nc(-n3ccnc3)n2)cc1
 : 0.7, -15.2, 4.9, -7.1, -15.9, -8.5, 29.3, 0.5
O=S1(=O)CCOC[C@H](CC2CCCCC2)N1Cc1ccc(F)cc1
 : -0.2, 6.0, 4.8, -12.7, 5.4, -2.9, 13.8, 9.3
Cc1cc(C(=O)COC(=O)CCCN2C(=O)c3ccccc3C2=O)c(C)n1C
 : 3.3, -0.8, 17.3, -3.2, 17.3, 0.9, 1.8, 11.4
O=C(NCc1ccccn1)C(=O)NCC1OCCN1C(=O)c1ccc(Cl)cc1 (stereo not drawn)
 : -2.2, 1.8, 0.6, 12.8, 0.6, 7.1, 5.6, -4.7
Cc1cc(C)n(-c2nc(Nc3ccccc3C(F)(F)F)nc(-n3nc(C)cc3C)n2)n1
 : 3.1, -3.6, 20.4, 0.4, -13.9, -7.2, 32.2, -0.6
CCC[C@@H](CN[C@@H](CNC)[C@H](C)CC)NCC1CCC(C(C)(C)C)CC1 (stereo partly drawn)
 : 2.7, -1.7, 22.1, -7.6, -4.0, -2.9, 2.9, 63.4*
COc1ccc(NS(=O)(=O)c2c(C(=O)N3CCCCCC3)c(C)n(C)c2C)cc1OC
 : 0.7, 0.9, 6.5, 1.2, -12.7, 2.4, 2.2, -3.9
CCn1c(CSCc2ccc(F)cc2)nnc1SCC(=O)NCc1ccccc1
 : 1.4, -2.6, 26.7, -2.7, -10.1, -0.9, 1.1, 5.2
CC1=C(N2CCN(c3ncccn3)CC2)CCC1=O
 : 1.5, 7.5, 7.8, -3.4, -1.1, 0.7, -8.7, 2.8
COC(=O)c1nnn(Cc2ccccc2)c1N
 : -0.1, -0.6, 10.3, -0.2, -5.4, -3.2, 13.5, -1.6
CCN1CCN(S(=O)(=O)c2cccs2)CC1
 : 1.9, -2.5, 8.6, 12.6, 4.3, 13.7, -1.8, -8.1
CC(=O)N(C1CC(C)C(C#N)(C#N)C1(C#N)C#N)N(C)C (stereo not drawn)
 : 1.0, 3.9, 5.7, -13.6, -21.2, 3.3, -16.2, -2.7
COCCCNC(=O)CCn1c(=O)c2ccccc2n(Cc2cccc([N+](=O)[O-])c2)c1=O
 : 0.5, -5.8, 19.1, -1.0, -25.9, 8.7, -13.6, 8.1
CC(C)[C@H](NC(=O)c1ccco1)C(=O)OCC(=O)c1ccc2c(c1)NC(=O)CO2
 : 2.3, -5.8, 3.7, -5.4, -8.1, 0.0, -10.6, -4.5
O=C1CC(c2ccc(F)cc2)c2cc3c(cc2N1)CCC3 (stereo not drawn)
 : -1.4, 10.3, 8.5, 5.9, 11.8, 3.8, 14.1, 12.7

Some of the entries so far, in markdown.
| molecule | SENP1 FRET inh | SENP8 block-2 | SENP8 block-1 | A3G deaminase | SENP6 block | SENP7 inh | Apaf-1 inh | UBC13 inh |
| --- | --- | --- | --- | --- | --- | --- | --- | --- |
| CC1=C(N2CCN(c3ncccn3)CC2)CCC1=O | 1.5 | 7.5 | 7.8 | -3.4 | -1.1 | 0.7 | -8.7 | 2.8 |
| Cc1cc(C)n(-c2nc(Nc3ccccc3C(F)(F)F)nc(-n3nc(C)cc3C)n2)n1 | 3.1 | -3.6 | 20.4 | 0.4 | -13.9 | -7.2 | 32.2 | -0.6 |

Next part
Screens in order: SENP1 FRET inh, SENP8 block-2, SENP8 block-1, A3G deaminase, SENP6 block, SENP7 inh, Apaf-1 inh, UBC13 inh
COc1cc(/C=C2/S/C(=N/S(=O)(=O)Cc3ccccc3)NC2=O)c([N+](=O)[O-])cc1OC
 : 11.2, 1.7, 41.8*, -0.7, 9.4, 5.8, -3.0, -11.3
CCOc1ccc(N2C(=O)CC(Sc3ccccc3C(=O)O)C2=O)c([N+](=O)[O-])c1 (stereo not drawn)
 : 2.6, -10.0, 4.9, -4.9, -22.0, 0.4, 12.3, -9.8
CC(C(=O)Nc1ccc(Cl)cc1Cl)N1C(=O)NC2(CCCCCCC2)C1=O (stereo not drawn)
 : 1.1, 2.0, 30.6, -7.6, -12.8, 2.6, 9.9, -1.1
COc1ccc(N2CCN(C(=O)CSc3nc4nc(C)cc(C)n4n3)CC2)cc1
 : -0.9, 1.3, 5.4, -3.1, -6.9, -2.0, -4.4, 7.7
CC(C)OC(=O)NCN1C(=O)C2C3C=CC(C3)C2C1=O (stereo not drawn)
 : 1.3, 1.6, 24.6, -6.1, -4.6, -0.2, -5.3, 3.5
O=C(NC(=S)N1CCCC1)c1ccc(Cl)cc1Cl
 : 0.6, -0.4, 9.7, -4.4, 3.0, -1.7, -6.3, 3.8
O=C(N/N=C/c1ccccn1)c1cccc(NC(=O)c2ccc(Cl)cc2)c1
 : -7.1, -5.4, 12.0, -6.9, -18.9, -4.8, 5.4, -18.0
O=C(NCc1cccs1)C(Cc1ccccc1)n1cccc1 (stereo not drawn)
 : -2.1, -1.7, 3.1, -0.6, -16.6, -1.7, 7.0, 8.9
COc1cccc(OC)c1C(=O)Nc1ccc(N2CCN(C(=O)c3ccco3)CC2)cc1
 : 1.1, 7.7, 0.5, -7.5, 5.9, 3.3, -7.7, 6.6
COc1ccc(NC(=O)N2CCc3ccccc32)cc1
 : 3.7, 86.3*, 13.3, -3.7, 95.5*, 95.9*, -2.0, 2.7
COc1ccc(Cn2c(-c3ccc(C)cc3)c[n+]3ccccc23)cc1
 : 1.3, -0.2, 9.0, -3.6, -22.4, 7.6, -12.5, 0.8
Cc1cc(S(=O)(=O)N2CCCCC2)ccc1OCC(=O)Nc1ccccc1
 : 4.1, 1.8, -5.1, -0.1, -14.5, -12.2, 18.7, -3.6
N/C(=N\OC(=O)c1ccc2c(c1)OCO2)c1ccc(Cl)cc1
 : -1.3, 76.1*, 0.0, 2.3, 87.0*, -5.6, -4.1, -0.3
CCC(C)c1ccc(OCC(=O)O)cc1 (stereo not drawn)
 : 1.8, 2.2, 15.9, -5.1, -16.9, 3.6, -4.0, 4.7
O=C(/C(=C/c1cccnc1)n1ccnc1)c1ccc(Cl)cc1Cl
 : -11.6, 5.8, 13.1, 0.1, -0.1, -3.2, 8.2, 1.4
O=C1C(=O)N(c2ccc(O)cc2)C(c2ccccc2[N+](=O)[O-])/C1=C(\O)c1ccccc1 (stereo not drawn)
 : -0.7, 5.9, 11.6, -6.9, 5.7, 6.6, -3.3, -5.1
Cc1[nH]c2c(Cl)cccc2c1CCNC(=O)C1CCCCC1C(=O)OCC(F)(F)F (stereo not drawn)
 : -2.9, -8.1, -2.3, -6.1, -15.3, -4.1, 15.9, 2.5
CCOC(=O)N1CCN(C(=O)c2ccc(Cn3c(=S)[nH]c4cc(OCC)c(OCC)cc4c3=O)cc2)CC1
 : 2.3, -0.5, 10.5, -4.3, -12.9, 3.0, 5.0, 4.4
NC(=O)C1(NC(=O)[C@@H]2CC3(CC(c4cccc(NC(=O)[C@@H]5CCC(=O)N5)c4)=NO3)CN2C(=O)c2cnccn2)CC1 (stereo partly drawn)
 : -2.8, 6.0, 10.2, -5.0, 10.1, 0.6, -3.4, -5.3
COc1ccc(CC(=O)Nc2ccccc2Oc2ccccc2)cc1
 : /, -7.9, /, -7.3, -15.3, 1.1, -3.9, -0.2
Cc1ccc(S(=O)(=O)N(C)C)cc1NC(=O)COC(=O)/C(=C/c1ccc(F)cc1)c1cccs1
 : -3.7, -1.3, 2.9, -1.1, 4.1, -1.7, -0.5, -4.2
CC1CCN(CC(=O)Nc2ccccc2-c2ccccc2)CC1
 : 0.5, -0.9, 0.3, -8.5, -11.8, -2.7, 11.2, -0.8
COc1ccc(NC(=O)CN(C)C(=O)Cc2c(C)nc3ccccc3c2C)cc1
 : -8.6, 0.6, -14.3, -5.7, 1.8, 1.9, 5.2, -7.9
COc1ccc(NC(=O)NC(C(F)(F)F)C(F)(F)F)cc1
 : 0.3, -4.0, 14.3, -7.0, -3.3, 10.7, -8.4, 2.1
CC(C)CC1NC(=O)N(CC(=O)c2ccc3c(c2)OCCO3)C1=O (stereo not drawn)
 : 0.2, 2.9, -0.4, -5.6, -10.2, 6.0, 4.2, 3.8
O=C1CCC/C(=N\NC(=O)NC2CCCCC2)C1
 : -5.0, -5.1, 4.2, -3.1, -14.3, 0.8, 5.0, -15.8
Cn1c(=O)c(NC2CCCCC2)c2c3c(cccc31)C(=O)c1ccccc1-2
 : -27.2, 3.4, -281.4, -196.4, -7.3, 7.0, 3.8, -43.1
OC(COc1ccc2c(c1)OCO2)CN1CCCC1 (stereo not drawn)
 : 0.4, -6.7, 0.6, -3.2, 7.1, -3.7, -0.5, -11.0

High-throughput results: PubChem BioAssay, Sanford-Burnham Center for Chemical Genomics
